# CAL PDZ FP-1: blocks peptide binding to human CAL PDZ domain; inhibition, % at 20 µM; purified CAL PDZ, TMR-peptide fluorescence polarization, 1 h; actives 0.02% (n = 330,000); AID 504414;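 active = highest replicate inhibition of at least 40%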;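 note: plate controls were DMSO neutral control wells for no effect and unlabeled competitor peptide control wells for full effect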
#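 Material: tagged CAL PDZ protein CerCALP, purified; buffer or medium: sodium phosphate/NaCl buffer pH 7.4 with TCEP, IgG, Thesit; also added: fluorescent TMR peptide probe; schedule: 1 h incubation at room temperature before polarization reading; technique: fluorescence polarization from S- and P-plane intensities, G-factor corrected; control set: unlabelled peptide and DMSO controls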
# V-ATPase pHluor: yeast V-ATPase proton transport regulation by pHLuorin. S. cerevisiae, pHLuorin cytosolic pH fluorescence. response, % at 10 µM. actives 0.37% (n = 350,000). AID 504577; in the data active = response mostly above about 7.3%, no sharp cut-off; inactive = mostly below about 5.4%; note: actives read high; inactives centre near 0; some compounds called inactive have numbers as strong as hits
# Pemphigus Ab inh: inhibitors of pemphigus antibody binding to human desmoglein-3; DSG3-coupled beads, scFv-anti-DSG3-GFP binding, flow cytometry; stronger effect = lower value; binding (percent of control), % at 10 µM; actives 0.48% (n = 310,000); P32926;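 active = binding more than 3 SD below its plate's average and above zero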;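 note: hits lower antibody fragment binding to DSG3; some compounds called inactive have numbers as strong as hits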
# CAL PDZ FP-2: blocks peptide binding to the human CAL PDZ domain | Q9HD26 | purified CAL PDZ, TMR-peptide fluorescence polarization, 1 h | actives 0.92% (n = 300,000) | AID 602252 | inhibition, % at 24.9 µM;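 active = mean inhibition of at least 30% with at least half of replicates also reaching 30%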;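 note: 0% = DMSO neutral control and 100% = excess unlabeled competitor peptide PRC23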
# Keap1-Nrf2 PPI: inhibitors of human Keap1-Nrf2 protein-protein interaction | Q14145 | Keap1 Kelch-Nrf2 peptide fluorescence polarization, 1536-well | inhibition, % at 9.4 µM | actives 0.15% (n = 340,000); in the data active = inhibition above about 12%;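 note: human Keap1 Kelch domain with fluorescein labeled Nrf2 9mer peptide probe; 0% = neutral control wells and 100% = peptide positive control; higher means more block of Keap1 binding to Nrf2 peptide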
# NSD2 inh: blocks human histone methyltransferase NSD2; O96028; NSD2 peptide methylation, AlphaScreen, 120 min; inhibition, % at 12.5 µM; actives 0.54% (n = 310,000); AID 743445; in the data active = inhibition above about 50%
# Target sequence (O96028 whole entry, looked up): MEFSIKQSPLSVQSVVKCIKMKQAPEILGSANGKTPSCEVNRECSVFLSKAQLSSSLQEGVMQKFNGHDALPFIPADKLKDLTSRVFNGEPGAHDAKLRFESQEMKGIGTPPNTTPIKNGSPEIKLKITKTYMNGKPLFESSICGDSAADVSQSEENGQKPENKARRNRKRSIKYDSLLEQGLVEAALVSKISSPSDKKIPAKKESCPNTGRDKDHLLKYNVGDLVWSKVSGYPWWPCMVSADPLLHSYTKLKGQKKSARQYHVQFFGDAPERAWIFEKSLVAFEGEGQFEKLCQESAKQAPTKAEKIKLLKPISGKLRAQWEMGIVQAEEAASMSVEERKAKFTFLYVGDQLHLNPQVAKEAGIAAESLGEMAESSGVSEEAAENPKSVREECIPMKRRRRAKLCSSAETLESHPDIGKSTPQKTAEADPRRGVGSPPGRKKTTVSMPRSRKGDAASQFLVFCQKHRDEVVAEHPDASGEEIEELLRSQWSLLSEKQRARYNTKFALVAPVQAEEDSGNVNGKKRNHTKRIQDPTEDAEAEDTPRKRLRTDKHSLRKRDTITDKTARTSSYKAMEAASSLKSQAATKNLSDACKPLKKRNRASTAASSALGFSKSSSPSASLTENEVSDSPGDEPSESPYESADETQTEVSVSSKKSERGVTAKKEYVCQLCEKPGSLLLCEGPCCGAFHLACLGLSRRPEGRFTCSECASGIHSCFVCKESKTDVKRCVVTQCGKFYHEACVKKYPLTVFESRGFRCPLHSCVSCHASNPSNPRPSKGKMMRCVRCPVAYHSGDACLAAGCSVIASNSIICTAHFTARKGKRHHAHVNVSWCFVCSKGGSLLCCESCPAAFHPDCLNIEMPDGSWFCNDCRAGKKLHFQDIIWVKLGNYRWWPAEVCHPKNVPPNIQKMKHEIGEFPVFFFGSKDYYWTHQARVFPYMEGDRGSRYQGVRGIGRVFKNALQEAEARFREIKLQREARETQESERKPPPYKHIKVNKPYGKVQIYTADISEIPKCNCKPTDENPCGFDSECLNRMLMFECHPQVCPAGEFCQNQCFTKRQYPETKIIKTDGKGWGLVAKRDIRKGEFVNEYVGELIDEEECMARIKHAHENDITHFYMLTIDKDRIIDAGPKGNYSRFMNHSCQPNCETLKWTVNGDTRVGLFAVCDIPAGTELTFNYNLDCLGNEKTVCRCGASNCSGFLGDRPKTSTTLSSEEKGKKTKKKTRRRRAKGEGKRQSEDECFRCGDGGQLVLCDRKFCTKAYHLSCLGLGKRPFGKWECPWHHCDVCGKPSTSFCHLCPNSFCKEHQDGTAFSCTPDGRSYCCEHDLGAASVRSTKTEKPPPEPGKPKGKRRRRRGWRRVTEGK
# Cardiac RTF inh: cardiac RTF calcium desensitization | inhibition, % at 7.15 µM | actives 0.12% (n = 340,000) | P19429+P45379 | IANBD-labeled cardiac RTF, Ca2+ fluorescence;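 active = inhibition above the mean inhibition of all tested compounds plus 3 SD, cut at about 17% in these data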;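 note: assay run at fixed EC70 calcium of 1.6 mM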
# Arrestin-AP2 inh: blocks beta-arrestin peptide binding to AP2 adaptin. FITC-arrestin peptide / GST-AP2 beads, flow cytometry; AP2 beta2 appendage carries R879A mutation. inhibition, % at 10 µM. actives 0.31% (n = 340,000). AID 504490;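 active = inhibition above a set limit, near 3 SD of compounds lacking own fluorescence, cut at about 54% in these data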;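 note: plate controls were DMSO wells for no effect and 5 µM unlabelled arrestin peptide for full effect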
#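 System: GST-AP2 R879A glutathione beads | Also added: FITC-arrestin peptide, 50 nM | Times: 12 min plus 1 h, RT | Signal: Bead flow cytometry, FITC channel | Buffer or medium: PBS with 0.05% Tween 20 and 0.1% BSA | Read-out basis: Percent drop in bead-associated FITC signal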
# DAGLB inh: diacylglycerol lipase beta (human) inhibition | Q8NCG7 | HEK293T DAGLB membrane lysate, EnzChek fluorogenic substrate | inhibition, % at 5.17 µM | actives 0.059% (n = 340,000) | AID 504411; in the data active = inhibition above about 34%;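 note: 0% = enzyme with vehicle and 100% = wells lacking enzyme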
# LANA DNA inh: blocks KSHV LANA C-terminal domain binding to DNA; MBP-C-LANA/FAM-LBS DNA binding, fluorescence polarization; inhibition, % at 9 µM; actives 0.078% (n = 340,000);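 active = highest replicate inhibition at or above 60% at 9 µM, even if other replicates fall short; inactive = all replicates below 60% inhibition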;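 note: 0% = neutral control wells and 100% = 4 µM acridine orange control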
# * hit, by the source's call; / = not tested or not shown.
SMILES,CAL PDZ FP-1,V-ATPase pHluor,Pemphigus Ab inh,CAL PDZ FP-2,Keap1-Nrf2 PPI,NSD2 inh,Cardiac RTF inh,Arrestin-AP2 inh,DAGLB inh,LANA DNA inh
COc1ccc2[nH]c(=O)c(CN(C(=O)COc3ccccc3)C(C)C)cc2c1,-1.1,2.7,82.7,-2.2,-4.8,2.2,-4.5,-3.5,-0.9,-1.3
CC(N=C1NS(=O)(=O)c2ccccc21)C(=O)OCC(=O)N(C)C1CCS(=O)(=O)C1 (configuration not stated),-0.1,7.0,/,5.4,-5.1,-1.1,-17.1,36.5,2.8,0.3
COc1cccc(NS(=O)(=O)c2ccc3c(c2)N(C(C)=O)CCO3)c1,-1.3,2.8,/,-5.0,1.5,-2.3,-0.4,1.6,1.6,-0.2
COc1cc2nc(CN3CCN(S(=O)(=O)c4cc(C)ccc4C)CC3)[nH]c(=O)c2cc1OC,-0.8,5.3,131.2,-2.1,-2.7,0.1,0.8,-13.1,0.7,-3.8
COc1ccccc1CNC(=O)C1=C(C)C(=O)OC12CCC(C)CC2 (configuration not stated),-0.2,1.1,101.8,-2.1,-1.6,/,-2.2,-0.2,-3.7,0.8
CCN(CC)c1ccc(-c2nnc(SCC(=O)N(CCOC)c3c(N)n(CC(C)C)c(=O)[nH]c3=O)o2)cc1,-0.4,3.7,100.0,-0.6,1.4,-7.2,-23.0,-3.3,4.1,0.6
COc1ccc(CN2CCN(C(=O)c3ccc(S(=O)(=O)N4CCCCCC4)cc3)CC2)cc1F,0.0,11.0,103.1,6.6,1.5,-0.6,-3.7,-9.4,-2.1,-0.2
Cc1ccc(-c2csc3ncnc(N4CCN(C(=O)c5ccccc5)CC4)c23)cc1,-2.5,2.4,98.7,3.3,-4.6,2.2,0.1,-6.7,-3.8,0.5
O=C(OCC(=O)c1ccc(Cl)s1)c1ccccn1,-0.4,-5.0,84.6,-3.4,1.4,-2.7,7.9,4.0,0.1,0.1
C=CC[C@H](CC(=O)N[C@H](CO)Cc1ccccc1)C(=O)N[C@H](COC(=O)[C@H](CC=C)CC(=O)OC(C)(C)C)Cc1c[nH]c2ccccc12,0.0,5.4,104.7,2.6,-10.7,/,-2.6,0.3,14.9,1.1
COc1ccc(C(=O)NCC(=O)c2ccccc2)cc1,-0.4,-0.2,124.0,-2.5,3.4,-1.5,-1.5,1.6,-2.0,5.9
O=C(NCCc1ccc(Cl)cc1)c1cccs1,-1.9,2.9,94.1,-3.0,0.7,-0.9,-3.5,-2.2,0.8,0.1
Cc1cccc(NC(=O)C2CCN(S(=O)(=O)c3cccs3)CC2)c1,-0.8,1.0,109.2,-1.6,-1.6,-0.3,-15.4,-4.6,0.1,0.9
COC(=O)c1ccccc1NC(=O)C1CCN(C(=O)c2cc(OC)cc(OC)c2)CC1,-0.6,-1.1,108.3,115.3*,-0.6,/,-2.7,-1.4,-2.0,-0.6
Cc1cc2oc(C(=O)N(Cc3ccccc3)C3CCS(=O)(=O)C3)c(C)c2cc1C (configuration not stated),0.3,-0.1,99.0,5.4,-1.6,-1.6,-3.1,0.4,0.3,-1.6
CC1CCN(c2nc(-c3ccc(F)cc3)cc(C(F)(F)F)n2)CC1,-1.5,8.6*,100.5,7.3,5.4,/,-8.7,-13.2,0.2,1.7
O=c1oc2ccccc2c(Nc2ccc(O)cc2)c1[N+](=O)[O-],-1.8,-2.6,111.4,-3.5,-4.8,2.2,-6.1,0.0,-0.2,-0.4
O=C(c1cccs1)N1CCN(S(=O)(=O)c2cccc(Cl)c2Cl)CC1,0.0,-0.1,105.7,-0.8,-2.9,-1.0,-0.8,-9.0,-0.6,-0.9
O=C(CCl)Nc1c(C(=O)Nc2ccc3c(c2)OCCO3)oc2ccccc12,7.7,4.0,100.2,-3.9,3.1,-1.7,1.2,3.3,-2.9,-0.1
CN(C)CCNC(=O)C(C(=O)c1ccc(F)cc1)n1ccccc1=O (configuration not stated),1.4,1.9,101.5,-2.9,-2.4,6.2,-2.2,-2.6,-0.6,-0.1
CCC(=O)Nc1ccc(C(=O)CSc2nnc(-c3cccnc3)o2)cc1,-1.7,1.4,96.0,-2.9,-0.6,1.3,-0.3,20.6,2.1,-0.2
Cc1ccccc1NC(=O)CN1CCN(C)CC1,-2.5,6.7,97.3,0.3,-8.8,0.3,-9.5,-3.9,-5.4,1.6
COC(=O)c1sc(NC(=S)NC(=O)c2ccc(C)cc2)nc1C,-0.5,-0.7,96.0,-1.1,-1.0,-0.4,-2.6,13.8,-2.6,0.3
COc1ccccc1CNC(=O)CCCc1cn(C)c2ccccc12,-0.5,2.5,95.4,1.2,-6.8,1.3,-5.3,13.8,-6.7,-0.6
CC(=O)c1cccc(NC(=O)C(C)OC(=O)C2=NNC(=O)CC2)c1 (configuration not stated),-0.1,3.7,/,-3.0,-2.6,-4.2,-4.8,0.5,0.2,-0.4

# Among those listed so far, these have a Cl atom.
SMILES,CAL PDZ FP-1,V-ATPase pHluor,Pemphigus Ab inh,CAL PDZ FP-2,Keap1-Nrf2 PPI,NSD2 inh,Cardiac RTF inh,Arrestin-AP2 inh,DAGLB inh,LANA DNA inh
O=C(OCC(=O)c1ccc(Cl)s1)c1ccccn1,-0.4,-5.0,84.6,-3.4,1.4,-2.7,7.9,4.0,0.1,0.1
O=C(NCCc1ccc(Cl)cc1)c1cccs1,-1.9,2.9,94.1,-3.0,0.7,-0.9,-3.5,-2.2,0.8,0.1
O=C(c1cccs1)N1CCN(S(=O)(=O)c2cccc(Cl)c2Cl)CC1,0.0,-0.1,105.7,-0.8,-2.9,-1.0,-0.8,-9.0,-0.6,-0.9
O=C(CCl)Nc1c(C(=O)Nc2ccc3c(c2)OCCO3)oc2ccccc12,7.7,4.0,100.2,-3.9,3.1,-1.7,1.2,3.3,-2.9,-0.1

# Remaining list, next part.
SMILES,CAL PDZ FP-1,V-ATPase pHluor,Pemphigus Ab inh,CAL PDZ FP-2,Keap1-Nrf2 PPI,NSD2 inh,Cardiac RTF inh,Arrestin-AP2 inh,DAGLB inh,LANA DNA inh
CC(C)CCN1CCN(Cc2cccc3cccnc23)CC1CCO (configuration not stated),0.2,-0.3,102.0,1.1,0.6,1.9,-2.6,5.4,0.2,-2.8
CCOC(=O)/C=C/C(=O)Nc1ccc(-c2nnc3n2CCCCC3)cc1,-0.2,-3.0,103.0,-3.5,-2.2,1.8,-6.0,21.6,-2.4,0.3
Cc1c(C(=O)c2ccccc2)c2ccccn2c1CCc1ccccn1,1.0,-2.3,99.6,-1.6,-2.9,-0.6,-7.0,4.6,-2.0,0.2
Cc1oc(-c2ccccc2F)nc1CN1CCC(C(=O)NC2CCCCCCC2)CC1,-0.7,3.6,103.4,-2.6,-2.2,/,-0.7,10.9,2.4,-1.4
Cc1ccccc1NC(=O)CSc1ccc(-c2ccco2)nn1,-0.9,0.0,114.5,-6.2,-0.6,3.4,-3.8,-2.9,2.1,2.0
CCOC(CNC(=O)c1ccc2c(c1)ncn2-c1ccccc1OC)OCC,-2.2,0.6,95.1,-3.4,-2.7,-0.7,-10.0,44.5,0.8,-2.2
COc1cc(NC(=O)COC(=O)/C=C/c2c(C)nn(C3CCS(=O)(=O)C3)c2Cl)cc(OC)c1OC (configuration not stated),0.0,-2.2,95.7,/,-0.5,/,3.1,30.1,-1.6,-1.3
CCOC(=O)C1=C(COC(=O)/C=C/c2ccc(SC)cc2)NC(=O)NC1C (configuration not stated),-1.7,1.8,103.2,1.7,2.3,2.1,-0.1,32.6,-2.3,-1.4
Cc1ccc(OCc2nnc(SCC(=O)N3CCc4ccccc43)n2C)cc1,-4.7,-8.3,107.6,0.4,-4.6,/,-6.5,10.1,-0.5,0.4
COc1ccc2c(COC(=O)CNS(=O)(=O)c3ccccc3)cc(=O)oc2c1,-0.7,1.6,98.2,4.0,-3.1,-0.9,-9.6,-7.2,-0.8,-0.8
CN(C)CCCN(C(=O)c1ccc(S(=O)(=O)N(C)C)cc1)c1nc2ccc(F)cc2s1,-2.4,-1.0,104.0,-0.7,2.9,3.2,-16.1,1.6,1.2,-0.6
S=C(NC1CC1)N1CCCc2ccccc21,-3.0,-2.2,120.9,-3.4,-5.5,-1.2,0.5,3.8,-1.6,-0.8
CN(C(=O)c1cc2c(cc1Br)OCO2)c1cccc2ccccc12,/,0.2,103.2,/,/,8.0,/,/,-6.8,/
O=C(c1ccc([N+](=O)[O-])cc1)N1CCC(n2nnc3cc(F)ccc32)CC1,-3.3,-2.4,98.7,3.1,-1.0,-2.7,-24.3,16.1,-1.4,2.5
NNC(=O)c1ccc(Cl)cc1Cl,-1.9,0.4,102.5,0.3,-4.4,-0.7,6.0,1.6,3.9,0.5
O=C(/C=C/c1ccco1)N1CCC(Cc2ccccc2)CC1,-0.2,1.0,91.4,-2.6,-10.8,/,-3.8,20.6,-1.5,-4.5
CCOc1ccccc1CNC(=O)c1ccccc1NC(=O)C1=CSCCO1,-1.9,8.9,91.1,-0.9,-3.2,-2.2,0.5,-8.7,-4.2,3.3
CCOC(=O)[C@H]1[C@H]2COc3ccc(Br)cc3[C@@H]2N2C(=O)CN(Cc3ccc(Cl)cc3)C(=O)[C@@]12C,-0.4,4.8,103.1,-4.0,1.7,/,-13.6,12.8,-0.1,-0.3
Cc1nnc(SCC(=O)Nc2ncc(Cl)cc2Cl)n1Cc1ccccc1,0.4,-11.9,111.7,-1.4,-2.1,-2.7,-4.0,-0.4,-2.8,0.4
CSc1nc2ccc3nc(NC(=O)c4ccc(C)cc4)sc3c2s1,0.1,1.1,98.2,/,-1.8,/,-7.0,-0.5,0.3,-1.0
Cc1cc([N+](=O)[O-])ccc1NC(=O)Nc1ccc(F)cc1F,-2.3,-1.1,95.2,-0.6,-6.3,20.3,-7.7,-4.4,0.0,1.5
Cc1ccc(-c2nnc(SCc3ccccc3F)o2)cc1,-1.2,-0.6,98.7,/,0.0,-1.2,0.1,2.4,-22.4,-1.0
c1csc(-c2nnc(COc3ncnc4sccc34)o2)c1,-0.6,-1.4,88.7,3.7,2.1,-1.1,-3.3,-3.5,-0.3,0.1
CCOC(=O)c1[nH]c2ccccc2c1NC(=O)C(C)(C)C,0.2,-1.5,99.3,/,-2.0,/,0.8,-1.8,1.1,1.0
C=CCOc1nc2c(c(=O)n(C)c(=O)n2C)n1Cc1ccccc1,-1.3,-1.1,/,-0.8,-6.3,0.0,-2.1,10.1,-3.1,-2.7
CC(C(=O)N1CCCC1)N(c1ccccc1)S(C)(=O)=O (configuration not stated),0.5,-3.5,113.6,-4.7,5.6,-2.9,-5.4,21.6,-0.1,2.8
C=CCn1cccc(C(=O)Nc2ccc(C)cc2)c1=O,-0.4,2.8,89.5,-4.6,-0.5,-5.0,-8.8,-6.7,-6.5,-0.6

# Compound activity deposited in PubChem by several laboratories.

# Not all compounds are listed. The share of hits here may be higher or lower than overall.
